mcGAS lum: inhibitors of mouse cGAS; Q8C6L5; recombinant cGAS, Kinase-Glo ATP depletion luminescence; inhibition, % at 12.5 µM; actives 0.15% (n = 160,000); AID 1259399;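 note: 0% = negative control wells and 100% = reference inhibitor with no enzyme activity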
NPYLR7 agonist: mosquito NPYLR7 agonism | HEK293T NPYLR7/Galpha15, GCaMP6s calcium fluorescence | activation, % at 10 µM | actives 0.15% (n = 270,000) | AID 1259423; in the data active = activation above about 40%;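 note: 0% = vehicle and 100% = reference agonist at the receptor; some compounds past the cut are filed as inactive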
hcGAS lum: inhibitors of human cGAS; Q8N884; recombinant h-cGAS, ATP depletion, Kinase-Glo luminescence; inhibition, % at 12.5 µM; actives 0.081% (n = 290,000); AID 1259398;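 note: 0% = vehicle reaction and 100% = reaction without DNA for no activity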
Target sequence (Q8N884 whole entry, looked up): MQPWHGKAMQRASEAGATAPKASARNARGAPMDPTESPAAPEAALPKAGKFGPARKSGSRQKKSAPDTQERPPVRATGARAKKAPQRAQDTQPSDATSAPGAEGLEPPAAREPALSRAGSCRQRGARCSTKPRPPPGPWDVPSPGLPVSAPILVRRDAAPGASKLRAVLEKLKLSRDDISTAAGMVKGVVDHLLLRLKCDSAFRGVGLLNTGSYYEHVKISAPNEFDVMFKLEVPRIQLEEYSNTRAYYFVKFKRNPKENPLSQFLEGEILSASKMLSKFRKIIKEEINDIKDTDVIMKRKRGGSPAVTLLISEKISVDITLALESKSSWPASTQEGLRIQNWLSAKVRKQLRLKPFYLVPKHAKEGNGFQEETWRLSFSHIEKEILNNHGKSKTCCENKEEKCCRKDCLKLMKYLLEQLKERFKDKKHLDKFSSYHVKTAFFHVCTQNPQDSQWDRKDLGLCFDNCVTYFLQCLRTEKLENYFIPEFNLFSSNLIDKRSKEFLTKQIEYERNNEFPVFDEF
Starred values were filed as active, the others as inactive; . = not tested or not shown; & = joins results of further samples. Cut-off read from the data, not from the text of the source, unless noted: active = inhibition above about 40%; inactive = the rest.

The first 15 compounds, to show the layout:
1. CC1CCC(N(C(=O)Nc2nnc(C3CC3)s2)C2CC2)CC1 (stereo not drawn)
2. CSCc1noc(-c2nc3c([nH]2)CC(c2ccc(F)cc2)CNC3=O)n1 (stereo not drawn)
3. CC(c1ccccc1)N(Cc1cc(NC(=O)C2CCC2)ccc1N(C)C)C(=O)c1ccc(F)cc1 (stereo not drawn)
4. CCCc1nc(N2CCCN(C(=O)Nc3ccc(C)cc3)CC2)c2c(-c3ccccc3)noc2n1
5. Cc1ccc2nc(Nc3ccccc3)c(C=NO)c(=O)n2c1
6. CC(=O)c1ccccc1NC(=O)c1oc2ccc(Br)cc2c1C
7. COCc1c(Br)c(C)nc(OCC(=O)N/N=C\c2cc(Br)cc(I)c2O)c1C#N
8. CCOC(=O)c1c(C)n(-c2ccccc2)c2ccc(OC(=O)C34CC5CC(CC(C5)C3)C4)cc12

screen / no.,1,2,3,4,5,6,7,8
mcGAS lum,.,.,-6,-5,-4,.,-2,0
NPYLR7 agonist,-33,2,15,14,-8,1,1,0
hcGAS lum,3,-3,-13,-3,-5,-4,-4,1

9. O=c1cc(-c2ccc(O)cc2)oc2ccc(O)cc12
10. COc1cc(C2NC(=O)NC(C)=C2C(=O)Nc2ccccc2OC)ccc1O (stereo not drawn)
11. CSCc1nnc(NC(=O)c2ccc(S(=O)(=O)N(CCC#N)CCC#N)cc2)o1
12. Cc1ccc(Cl)c(Oc2cc(N3CCN(C(=O)N(C)C)C(C)C3)ncn2)c1 (stereo not drawn)
13. Cc1ccc(-c2cccc(-n3cnnc3)c2)c2cccnc12
14. CC(C)c1cnc2c(c1SCC(=O)N1CCCCC1)c(=O)n(C)c(=O)n2C
15. CN(CCc1ccccc1)c1nc(-c2cccc(C(F)(F)F)c2)nc2ccccc12

screen / no.,9,10,11,12,13,14,15
mcGAS lum,.,-7,-4,-6,.,-3,-9
NPYLR7 agonist,-5,-4,-4,-9,-4,-5,20
hcGAS lum,9,-5,-1,-4,-6,5,-8

All compounds of this part, repeating the preview:
1. CC1CCC(N(C(=O)Nc2nnc(C3CC3)s2)C2CC2)CC1 (stereo not drawn)
2. CSCc1noc(-c2nc3c([nH]2)CC(c2ccc(F)cc2)CNC3=O)n1 (stereo not drawn)
3. CC(c1ccccc1)N(Cc1cc(NC(=O)C2CCC2)ccc1N(C)C)C(=O)c1ccc(F)cc1 (stereo not drawn)
4. CCCc1nc(N2CCCN(C(=O)Nc3ccc(C)cc3)CC2)c2c(-c3ccccc3)noc2n1
5. Cc1ccc2nc(Nc3ccccc3)c(C=NO)c(=O)n2c1
6. CC(=O)c1ccccc1NC(=O)c1oc2ccc(Br)cc2c1C

screen / no.,1,2,3,4,5,6
mcGAS lum,.,.,-6,-5,-4,.
NPYLR7 agonist,-33,2,15,14,-8,1
hcGAS lum,3,-3,-13,-3,-5,-4

7. COCc1c(Br)c(C)nc(OCC(=O)N/N=C\c2cc(Br)cc(I)c2O)c1C#N
8. CCOC(=O)c1c(C)n(-c2ccccc2)c2ccc(OC(=O)C34CC5CC(CC(C5)C3)C4)cc12
9. O=c1cc(-c2ccc(O)cc2)oc2ccc(O)cc12
10. COc1cc(C2NC(=O)NC(C)=C2C(=O)Nc2ccccc2OC)ccc1O (stereo not drawn)
11. CSCc1nnc(NC(=O)c2ccc(S(=O)(=O)N(CCC#N)CCC#N)cc2)o1
12. Cc1ccc(Cl)c(Oc2cc(N3CCN(C(=O)N(C)C)C(C)C3)ncn2)c1 (stereo not drawn)

screen / no.,7,8,9,10,11,12
mcGAS lum,-2,0,.,-7,-4,-6
NPYLR7 agonist,1,0,-5,-4,-4,-9
hcGAS lum,-4,1,9,-5,-1,-4

13. Cc1ccc(-c2cccc(-n3cnnc3)c2)c2cccnc12
14. CC(C)c1cnc2c(c1SCC(=O)N1CCCCC1)c(=O)n(C)c(=O)n2C
15. CN(CCc1ccccc1)c1nc(-c2cccc(C(F)(F)F)c2)nc2ccccc12
16. N=C1C(C(=O)NCCc2ccccc2)=CC2C(=O)N3C=CC=CC3=NC2N1Cc1ccco1 (stereo not drawn)
17. O=C1NCCN(Cc2cccc(F)c2F)C1CC(=O)N1CCCCCC1 (stereo not drawn)
18. CCOC(=O)CCC(=O)N(CCOC)C(C)C(=O)c1c(C)[nH]c(C(=O)OCC)c1C (stereo not drawn)

screen / no.,13,14,15,16,17,18
mcGAS lum,.,-3,-9,.,.,-5
NPYLR7 agonist,-4,-5,20,4,7,-6
hcGAS lum,-6,5,-8,1,-4,-5

19. O=C(CSCc1ccccc1Cl)N1CCN(S(=O)(=O)c2ccccc2)CC1
20. CCn1c(SCc2ccc(C(=O)N3CCN(c4ccccc4F)CC3)cc2)nnc1-c1ccccc1Cl
21. CC1(C)OC(=O)C(=C2C3C4CC5C2C2C3CC4C52)C(=O)O1 (stereo not drawn)
22. Cc1cc(CN(C)C(=O)c2coc(COc3cccc4cccnc34)n2)no1
23. Cc1ccsc1CN(Cc1ccc(F)cc1)C(=O)CN(C(=O)COc1ccc(Cl)cc1)C1CC1
24. O=C(NCc1ccc(F)c(C(F)(F)F)c1)c1cccnc1Nc1cccc(Cl)c1

screen / no.,19,20,21,22,23,24
mcGAS lum,-8,-3,-3,.,-4,-4
NPYLR7 agonist,3,-5,3,-3,-10,-3
hcGAS lum,-3,-5,-1,-6,-15,-8

25. COc1ccc(C=C2SC(=O)N(CCNC(=O)C(C)(C)C)C2=O)cc1
26. C=CCn1c(O)c(N=NC(=O)c2ccc(Cl)cc2Cl)c2ccccc21
27. Cc1ccccc1NC(=O)CN(c1cccc([N+](=O)[O-])c1)S(=O)(=O)c1ccccc1
28. CCCCCOC(=O)C1=C(C)NC2=C(C(=O)CCC2)C1c1ccc(C)cc1 (stereo not drawn)
29. O=C(COc1ccccc1F)N(Cc1nnc(-c2ccc(Cl)cc2)o1)C1CC1
30. CC(=O)Nc1ccc(C)c(S(=O)(=O)NCCc2ccc(C(C)C)cc2)c1

screen / no.,25,26,27,28,29,30
mcGAS lum,.,-1,-4,.,.,.
NPYLR7 agonist,3,-7,3,7,1,6
hcGAS lum,-8,-4,1,-1,-2,-11

31. Cc1cnc(NS(=O)(=O)c2cnn(Cc3ccccc3)c2)s1
32. Cn1c(=O)c2c(nc(N3CCCCC3)n2CCCc2ccccc2)n(C)c1=O
33. O=[N+]([O-])c1cnn(Cc2nc(-c3ccc(-n4cccc4)cc3)no2)c1
34. COc1ccccc1C1NC(=O)NC(C)=C1C(=O)OC1CCCC1C (stereo not drawn)
35. COC(=O)C1=C(C)N=c2s/c(=C/c3cccc([N+](=O)[O-])c3)c(=O)n2C1c1ccccc1Cl (stereo not drawn)
36. CCCn1nccc1C(=O)N1CCOc2c(O)cc(-c3cccnc3)cc2C1

screen / no.,31,32,33,34,35,36
mcGAS lum,-14,.,.,-8,-2,.
NPYLR7 agonist,3,0,-1,-4,1,12
hcGAS lum,-7,-11,2,-3,-4,-6

37. CCc1nn2c(nnc3c(=O)n(-c4ccccc4F)ccc32)c1-c1ccc(Cl)cc1
38. CCN1CCN(c2ncc(-c3cc(=O)[nH]c(N4CCN(CC)CC4)n3)c(C)n2)CC1
39. COCCN(CCOC)C(=O)[C@@H]1c2ccccc2C(=O)N(C(C)C)[C@H]1c1ccccc1
40. O=C(O)c1ccc([N+](=O)[O-])o1
41. CC1=CC[C@@H]2CN(C(=O)c3cc4ncccn4n3)C[C@@H]2C1
42. O=C(COC1CCCCC1)Nc1ccc2c(c1)OC1(CCCCC1)O2

screen / no.,37,38,39,40,41,42
mcGAS lum,.,-6,-4,-5,-13,.
NPYLR7 agonist,1,1,-7,16,6,-2
hcGAS lum,-8,-3,-1,-4,-5,-2

43. O=C1OCCC1Sc1nc2cc(Cl)ccc2s1 (stereo not drawn)
44. CCc1nc2ccc(C(=O)NCCN3CCOCC3)cn2c1N(C)Cc1ccncc1
45. O=C(CCS(=O)(=O)c1ccccc1)N1CCN(C(=O)C2CC2c2ccc(F)cc2)CC1 (stereo not drawn)
46. O=C(CN1CCOc2ccccc2C1)N1CCc2[nH]ncc2C1
47. Cn1cc(NC(=O)NCCc2c[nH]c3ccccc23)c2ccccc21
48. CC(C)(C)CC1CCCN1C(=S)NC1CC1 (stereo not drawn)

screen / no.,43,44,45,46,47,48
mcGAS lum,.,1,.,-11,-5,.
NPYLR7 agonist,2&2,-15,-9,-3,-2,26
hcGAS lum,-1&-2,4,13,-6,-7,-5

49. COc1ccc(-n2nc([N+](=O)[O-])c(=NCCc3ccc(Cl)cc3)n2O)cc1
50. CCc1c(C)n([O-])c2c([n+]1=O)CCCCC2
51. Cc1cc(C)n(-c2ccc(C(=O)NC(Cn3ccnc3)C(C)C)cc2)n1 (stereo not drawn)
52. CC(C)(C)C(O)/C=C/c1ccc2c(c1)OCO2 (stereo not drawn)
53. O=C(CCN(Cc1ccco1)c1nc(-c2ccccc2Cl)nc2ccccc12)N1CCN(c2ccccc2F)CC1
54. Cc1ccccc1NC(=O)Nc1ccc(-n2nc(OCc3ccc(F)cc3)nc2-c2cccc(F)c2)cc1

screen / no.,49,50,51,52,53,54
mcGAS lum,.,-5,.,.,-9,-5
NPYLR7 agonist,-6,-2,-4,-2,18,8
hcGAS lum,-1,0,-1,0,-3,2

55. CCOC(=O)c1nn(-c2ccccc2C)c(=O)cc1OCC(=O)Nc1ccccc1OCC
56. CCC(C)N(C(=O)CSc1nc(N)nc(N)n1)C1CCS(=O)(=O)C1 (stereo not drawn)
57. NC(Cc1cccc(-c2ccccc2CP(=O)(O)O)c1)C(=O)O (stereo not drawn)
58. Cc1cc(N2CCC(C)CC2)n2ncc(-c3ccccc3)c2n1
59. Cc1ccc(C)c(Cc2c(C)nc(-c3ccccc3)nc2N2CCN(C(=O)c3ccc(F)cc3)CC2)c1
60. O=C1CCCCN1CCCC(=O)N1CCOC(Cc2ccccc2)C1 (stereo not drawn)

screen / no.,55,56,57,58,59,60
mcGAS lum,.,-5,-3,-7,-7,.
NPYLR7 agonist,7,-4,5,-4,.,21
hcGAS lum,-4,-7,9,-6,-9,-6

61. O=C(NC1CCCN(C2Cc3ccccc3C2)C1)C1(N2CCOCC2)CCCCC1 (stereo not drawn)
62. O[C@]12CCNC[C@H]1CN(CCN1CCN(c3ccccc3)CC1)CC2
63. O=C(COc1coc(CN2CCN(c3ccccc3)CC2)cc1=O)NCc1ccccc1
64. Cc1cn2c3c(=O)n(Cc4ccccc4F)c(=O)n(C)c3nc2n1CCCn1ccnc1
65. CNCCN1C(=O)CC[C@H]2CN(c3cncc(N(C)C)n3)CC[C@H]21
66. Cc1cccc(NC(=O)CN(C)CC(=O)Nc2c(C#N)c(C)c(C)n2Cc2ccco2)c1C

screen / no.,61,62,63,64,65,66
mcGAS lum,.,1,-9,.,-1,.
NPYLR7 agonist,6,.,1,6,.,-6
hcGAS lum,-2,3,-9,-6,0,0

67. CC(C)(C)c1cc(N2CCN(Cc3ccc4c(c3)OCO4)CC2)nc(SCc2ccc(C(=O)NCC3CCCO3)cc2)n1 (stereo not drawn)
68. COc1cccc(NC(=O)C(CCSC)NC(=O)N2CC(=O)Nc3ccccc32)c1 (stereo not drawn)
69. Cc1ccc2c(c1)c(CNc1nccc(CCC(F)(F)F)n1)nn2C
70. O=S(=O)(c1ccc(F)cc1)N1CCC(CCc2ccc3c(c2)OCO3)CC1
71. CC1(C)CC2CC(C)(CN2C(=O)c2csc(CSc3nnc(-c4cccnc4)n3-c3cccc(Cl)c3)n2)C1 (stereo not drawn)
72. Cc1ccsc1C=Nc1c(F)c(F)c(F)c(F)c1F

screen / no.,67,68,69,70,71,72
mcGAS lum,-5,.,.,-4,-4,.
NPYLR7 agonist,12,2,8,3,-7,-3
hcGAS lum,-2,-2,-3,-4,-4,-4

73. O=C(c1csc2ccccc12)N1CCN(C(c2ccccc2)c2ccc(Br)cc2)CC1 (stereo not drawn)
74. COCCOC(=O)c1ccc(NC(=O)CCN2C(=O)c3ccccc3C2=O)cc1
75. CN(C(=O)C1CCCC(C(F)(F)F)C1)c1ccc(S(C)(=O)=O)cc1 (stereo not drawn)
76. CN(C)C1(CNC(=O)C/C=C/c2ccc(F)cc2)CCOCC1
77. COC[C@@H]1CCCN1C(=O)c1ccc(-n2nc(-c3ccc(Cl)c(Cl)c3)cc2N)cc1
78. CN(C)C(=O)c1cccc(CNc2ccc(C#N)cn2)c1
79. COc1cc(C)nc(N(CC(=O)O)S(=O)(=O)c2ccccc2)n1
80. COc1ccc(OC)c(S(=O)(=O)NCCNc2cccc(C)n2)c1
81. Cn1cccc1C(=O)NS(=O)(=O)c1cccc2cccnc12

screen / no.,73,74,75,76,77,78,79,80,81
mcGAS lum,-3,-9,.,0,-3,.,-6,.,.
NPYLR7 agonist,1,-2,5,-14,23,2,3,-7,-15
hcGAS lum,1,-2,-3,2,-1,-15,-2,-5,3
